ATXN2 expr inh: ATXN2 expression inhibition; actives 0.72% (n = 360,000); Potency, µM (series often up to 57 µM), for inactives: top-dose activity change, negative = inhibition, usual class: inhibitors; HEK-293 ATXN2-luciferase reporter, luminescence, 24 h; AID 1745845; further: on the % scale 0 is the no-effect control and ±100 the full control effect; nearly all actives have a fitted effect of over 55% in size
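ATXN2-luciferase reporter cells (luciferase flanked by upstream and downstream ATXN2 gene portions) were treated 24 h at 37 °C with compounds at up to 57 uM. SteadyGlo luminescence gave expression; GF-AFC fluorescence gave viability.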
Nrf2 inh: Nrf2 pathway inhibition; Potency, µM (series often up to 46 µM), for the others: at the top dose activity change, negative = inhibition, actives largely listed as inhibitors; AID 504444; A549 ARE-Fluc reporter, luciferase luminescence, 18-24 h; actives 2.1% (n = 360,000); further: on the % scale 0 is the no-effect control and ±100 the full control effect; nearly all actives have a fitted effect of over 60% in size
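In this cell-based qHTS, ARE-driven firefly luciferase in A549 cells reports Nrf2 activity; the luminescent signal after BugLite lysis is the measured value, with a prior CellTiter-Fluor read for cell health.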
HepG2 viability: HepG2 cytotoxicity, counter-screen for TGF-b inhibitors | HepG2 CAGA-GFP viability, ATP luminescence, 18 h | actives 0.76% (n = 410,000) | Potency, µM (highest dose often 46.1 µM), for inactives: at the top dose activity change, negative = cytotoxicity, actives largely listed as cytotoxic | AID 588856; further: some results filed as inactive show a strong effect at the top dose
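CellTiter-Glo luminescence gave cytotoxicity after 18 hours at 37 degrees C. The cells were HepG2 CAGA-GFP in 1% FBS DMEM, stimulated with 500 pg/mL TGF-beta after compound addition. %Activity was normalised to no-cell wells (complete cell-killing) and DMSO (no toxicity), and curves were fitted and classified.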
A549 viability: kills or reduces viability of A549 cells in Nrf2 counter-screen; A549 ARE-Fluc cells, CellTiter-Fluor viability, 18-24 h; Potency, µM (titrated, usually from 46 µM), inactives show top-dose activity change, negative = cytotoxicity, most hits filed as inhibitors; actives 0.16% (n = 390,000); AID 504648; further: on the % scale 0 is the no-effect control and ±100 the full control effect
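A549 ARE-Fluc cells in 5% FBS OPTI-MEM, 5000 cells/well, rested 2 h then exposed to compounds in concentration-response for 18-24 h at 37 °C. Viability by CellTiter-Fluor fluorescence (Ex 405/Em 525) after 30 min; luciferase luminescence (BugLite, 15 min, RT) read afterwards.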
TGFb SMAD3 inh: inhibitors of TGF-b signaling. HepG2 CAGA-GFP TGF-b/SMAD3 reporter, GFP fluorescence, 18 h; TGF-beta stimulated, 500 pg/mL final. Potency, µM (top dose mostly 46.1 µM), for the others: top-dose activity, negative = inhibition, most hits filed as inhibitors. actives 1.2% (n = 410,000); further: on the % scale 0 is the no-effect control and ±100 the full control effect; nearly all actives have a fitted effect of over 65% in size
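First, reporter cells (HEPG2 CAGA-GFP) rested 2 h at 37 degrees C. Next, compounds were pinned in and TGF-beta added to 500 pg/mL final. After 18 h, GFP was imaged per cell and summed per well.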
MCF10A rereplic: DNA re-replication induction in MCF 10a cells; MCF 10A DNA re-replication, Hoechst nuclear intensity, 48 h; Potency, µM (top dose mostly 46.1 µM), inactives show at the highest dose activity, positive = re-replication, most hits filed as activators; actives 2.9% (n = 350,000); AID 624296; further: % of control where 0% means no effect; nearly all actives have a fitted effect of over 50% in size
S2 tox: reduces viability in counter-screen for ATXN expression inhibitors. S2 cells (HEK-293 line with an ATXN2-luciferase reporter) viability, CellTiter-Fluor protease fluorescence, 24 h. actives 0.49% (n = 400,000). AID 651635. Potency, µM (doses to about 56.7 µM), usual class: cytotoxic; further: nearly all actives have a fitted effect of over 40% in size
EPAC2 antag: antagonists of human EPAC2; Q8WZA2; EPAC2 GEF exchange of Rap1B-BODIPY-GDP, fluorescence; Potency, µM (series often up to 114 µM), for inactives: at the highest dose activity, negative = inhibition, usual class: inhibitors; actives 0.18% (n = 360,000); AID 720708; further: on the % scale 0 is the no-effect control and ±100 the full control effect; nearly all actives have a fitted effect of over 45% in size; many of its hits are not listed in these tables
Target sequence (Q8WZA2 whole entry, looked up): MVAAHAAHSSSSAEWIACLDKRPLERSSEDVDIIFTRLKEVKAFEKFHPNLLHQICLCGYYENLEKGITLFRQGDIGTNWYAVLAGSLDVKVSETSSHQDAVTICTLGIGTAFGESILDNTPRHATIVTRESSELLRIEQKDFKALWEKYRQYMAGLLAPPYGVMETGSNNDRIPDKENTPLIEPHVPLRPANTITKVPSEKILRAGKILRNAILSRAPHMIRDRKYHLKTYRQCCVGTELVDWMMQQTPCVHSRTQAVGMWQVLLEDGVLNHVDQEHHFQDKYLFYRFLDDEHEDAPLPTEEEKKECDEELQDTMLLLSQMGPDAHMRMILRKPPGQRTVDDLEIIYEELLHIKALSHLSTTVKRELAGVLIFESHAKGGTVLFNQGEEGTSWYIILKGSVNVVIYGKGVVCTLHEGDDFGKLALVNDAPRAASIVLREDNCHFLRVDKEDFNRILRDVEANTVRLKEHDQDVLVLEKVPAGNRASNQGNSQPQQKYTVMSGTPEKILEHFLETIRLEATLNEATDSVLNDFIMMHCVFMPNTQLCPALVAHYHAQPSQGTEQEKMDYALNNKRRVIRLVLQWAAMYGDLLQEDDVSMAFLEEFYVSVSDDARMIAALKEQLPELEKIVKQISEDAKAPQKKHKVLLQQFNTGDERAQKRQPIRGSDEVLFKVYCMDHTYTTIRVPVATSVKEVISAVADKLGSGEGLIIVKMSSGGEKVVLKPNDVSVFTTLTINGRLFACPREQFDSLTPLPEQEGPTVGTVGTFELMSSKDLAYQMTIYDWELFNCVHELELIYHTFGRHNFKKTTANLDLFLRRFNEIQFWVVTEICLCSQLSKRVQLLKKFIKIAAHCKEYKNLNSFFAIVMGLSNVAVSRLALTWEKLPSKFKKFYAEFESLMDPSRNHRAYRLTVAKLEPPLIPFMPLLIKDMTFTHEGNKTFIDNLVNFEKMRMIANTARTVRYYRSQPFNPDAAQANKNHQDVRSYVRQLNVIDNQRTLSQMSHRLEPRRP
Nrf2 activator: activators of Nrf2 (ARE) signaling; AREc32 ARE-luciferase reporter (MCF7-derived line), luminescence, 24 h; Potency, µM (highest dose often 46.1 µM), without a hit: at the highest dose activation, most hits filed as activators; actives 0.31% (n = 410,000); AID 624171; further: % of control where 0% means no effect; nearly all actives have a fitted effect of over 65% in size
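Luciferase luminescence (Steady-Glo, 30 min at room temperature) served as the read-out of ARE activation in AREc32 cells treated with compounds for 24 hr at 37 deg C.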
Starred values were filed as active, the others as inactive; i = inactive; ? = inconclusive; . = not tested or not shown; & = joins results of further samples; [ ] = remark or other dose. The call rests on the fitted dose curve; in most records, active means well fitted curve in the direction sought with a large enough effect; inconclusive means small, poorly fitted or top-dose-only effect, or another doubt; inactive means no such curve, though single readings can be large; an effect the other way counts as inactive or inconclusive. Potency means the concentration at half of the fitted maximal effect. A portion of the library; rates above refer to the full screens.

SMILES | ATXN2 expr inh | Nrf2 inh | HepG2 viability | A549 viability | TGFb SMAD3 inh | MCF10A rereplic | S2 tox | EPAC2 antag | Nrf2 activator
COc1ccc(OC)c(CNC(=O)CCc2c(C)nc3c(c2C)c(=O)n(C)c(=O)n3C)c1 | 3.9% | -2.4% | -4.2% | -6.3% | -12.3% | . | i | . | -1.1%
Cc1nonc1OCCNC(=O)C12CC3CC(CC(C3)C1)C2 | -2.7% | 3.6% | -23.1% | -2.1% | 5.3% | 0.1% | i | -3.5% | 0.3%
CCOC(=O)c1c(NC(=O)C(C)Sc2cn(CCNC(=O)c3c(F)cccc3F)c3ccccc23)sc2c1CCC2 (configuration not stated) | -6.6% | ? | 2.3% | -2.0% | 21.9% | . | ? | . | -1.2%
O=C1C2CCCCC2C(=O)N1c1ccc(NC2CCCCC2)c([N+](=O)[O-])c1 (configuration not stated) | 6.1% | -15.2% | -7.1% | -10.6% | -10.0% | 21.4% | i | -3.7% | 0.5%
NCCNc1ccc([N+](=O)[O-])cc1 | 2.0% | 0.0% | -7.1% | -21.0% | 0.5% | 4.6% | ? | ? | 0.1%
COc1cccc(NC(=O)COC(=O)c2ccccc2F)c1 | 1.6% | 12.3% | -16.7% | -9.2% | 0.0% | -1.4% | i | -1.1% | -0.7%
Cc1cnc(NC(=O)c2ccc(Cl)nc2)s1 | 5.5% | ? | -9.9% | 1.0% | -16.1% | 0.7% | i | -2.2% | ?
O=C(COC(=O)/C=C/c1ccco1)Nc1ncc(C(F)(F)F)cc1Cl | -13.7% | 1.2% | -6.1% | 6.5% | 9.9% | -1.5% | i | 0.8% | 18.8%
COc1ccc(NS(=O)(=O)c2cc(NC(=O)c3ccc(=O)[nH]c3)ccc2C)cc1 | . | 0.1% | -8.8% | ? | 12.6% | 11.3% | i | 3.4% | -0.8%
CCOC(=O)C1(Cc2cccc(OC)c2)CCN(Cc2cccn2-c2ccccn2)CC1 | -0.2% | -9.8% | 2.0% | ? | 3.16µM* | 8.4% | i | 0.8% | -0.6%
CCOc1ccc(CCNC(=O)CCC(=O)c2cccs2)cc1OCC | -4.7% | 2.2% | 5.4% | -2.3% | -2.7% | 3.3% | i | 0.7% | -0.8%
Cc1ccc(Cl)cc1NC(=O)CC1NC2CCCCC2NC1=O (configuration not stated) | . | 8.0% | -2.9% | -0.6% | 2.2% | 14.6% | i | 6.0% | 2.3%
CC1CCCC(C)N1C(=O)COC(=O)c1ccccc1C(=O)c1ccccc1 (configuration not stated) | . | . | -18.5% | . | -16.2% | . | i | -8.3% | -0.4%
Cc1ccc(NC(=O)C2CCN(C(=O)c3cccs3)CC2)c(C)c1 | -5.9% | 23.3% | 7.2% | -0.8% | -13.2% | -0.6% | i | 3.6% | 0.4%
CCOc1ccc2nc(SCC(=O)NCc3ccc(OC)cc3)[nH]c2c1 | 20.4% | 12.8% | 11.4% | -7.7% | -3.8% | -2.1% | i | -0.5% | 0.2%
COc1ccc(C(Cl)=C(C=O)c2ccc(OC)c(OC)c2)cc1OC | -12.6% | . | -7.0% | . | ? | . | i | -10.3% | ?
O=C(Cc1ccccc1)NC1CCN(S(=O)(=O)c2cccc(F)c2)CC1 | -13.7% | -32.3% | -22.9% | 6.0% | 3.6% | 9.5% | i | -4.0% | 0.0%
CC1(C(=O)O)CCC(C(=O)NNC(=O)c2ccccc2O)C1(C)C (configuration not stated) | -0.6% | 3.7% | 24.7% | 0.3% | 26.8% | -4.7% | i | 0.8% | -0.6%
Cc1c(C(=O)N(C)c2cccc(C(F)(F)F)c2)sc2nc3n(c(=O)c12)CCCCC3 | . | 23.1% | -4.0% | ? | -34.4% | . | . | . | 3.7%
Cc1cc2c(SCC(=O)N3CCN(c4ccccc4)CC3)ncnc2s1 | -4.6% | -18.4% | -2.6% | -10.3% | 3.3% | -1.3% | i | 7.7% | 0.2%

The list goes on; the last 4 above are carried over.
SMILES | ATXN2 expr inh | Nrf2 inh | HepG2 viability | A549 viability | TGFb SMAD3 inh | MCF10A rereplic | S2 tox | EPAC2 antag | Nrf2 activator
O=C(Cc1ccccc1)NC1CCN(S(=O)(=O)c2cccc(F)c2)CC1 | -13.7% | -32.3% | -22.9% | 6.0% | 3.6% | 9.5% | i | -4.0% | 0.0%
CC1(C(=O)O)CCC(C(=O)NNC(=O)c2ccccc2O)C1(C)C (configuration not stated) | -0.6% | 3.7% | 24.7% | 0.3% | 26.8% | -4.7% | i | 0.8% | -0.6%
Cc1c(C(=O)N(C)c2cccc(C(F)(F)F)c2)sc2nc3n(c(=O)c12)CCCCC3 | . | 23.1% | -4.0% | ? | -34.4% | . | . | . | 3.7%
Cc1cc2c(SCC(=O)N3CCN(c4ccccc4)CC3)ncnc2s1 | -4.6% | -18.4% | -2.6% | -10.3% | 3.3% | -1.3% | i | 7.7% | 0.2%
CN(C)S(=O)(=O)c1cccc(NC(=S)NC2CCCCC2)c1 | 4.7% | -5.1% | -7.5% | -13.3% | 14.1% | 9.8% | i | -7.0% | -0.2%
COc1cc(CNc2ncnc3c2ncn3[C@H]2CN(Cc3cccc(C(F)(F)F)c3)C[C@@H](COC(C)=O)O2)cc(OC)c1OC | -21.4% | . | 3.7% | . | -12.6% | . | i | 7.9% | 3.5%
Cc1nnc(NC(=O)C2c3ccccc3Oc3ccccc32)s1 | -12.8% | ? | -13.7% | -8.2% | 4.6% | 13µM* | i | 3.7% | -0.5%
COCC(=O)N1CCC(Oc2ccc(C(=O)N(C)C(C)c3ccon3)cc2)CC1 (configuration not stated) | 5.5% | 1.7% | -8.5% | 10.1% | 0.9% | -2.1% | i | -6.4% | 2.2%
COc1ccc(N2C(=O)c3ccccc3C2O)cc1 (configuration not stated) | 22.3% | 2.3% | -20.9% | 3.8% | 4.0% | -0.6% | i | 8.5% | -0.6%
CC(C)c1cnc2c(c1SCC(=O)Nc1ccc(C(N)=O)cc1)c(=O)n(C)c(=O)n2C | . | . | -13.8% | 0.8% | -15.5% | . | . | . | 3.5%
CCC1=NN(C(=O)Cc2ccc(OC)c(OC)c2)C(O)(C(F)(F)F)C1 (configuration not stated) | -3.1% | 5.8% | 10.2% | -3.4% | -0.1% | -0.6% | i | 17.5% | 0.3%
CN1CCN(c2ccc(NS(=O)(=O)c3ccc(Cl)cc3)cn2)CC1 | -7.4% | 20.3% | -9.4% | 1.3% | -3.4% | ? | i | 6.8% | -0.5%
Cc1csc(SCC(=O)Nc2nc(-c3ccccc3)cs2)n1 | 32.0%[activator] | . | 3.2% | -0.8% | 6.3% | 4.1% | i | -13.3% | 4.2%
O=C(Cn1ccc2ccccc2c1=O)NCCC(=O)Nc1ccc2c(c1)OCCO2 | 2.8% | 1.3% | -2.4% | 3.7% | -3.7% | -0.9% | i | 3.6% | -0.7%
COc1cccc2[nH]c3c(N4CCCCC4)ncnc3c12 | 25.3% | ? | -2.1% | 9.5% | -0.8% | 4.4% | i | 4.2% | 2.3%
O=C(COC(=O)c1ccc(Cl)nc1)NC(=O)c1ccccc1 | -2.0% | -29.6% | 0.3% | 0.7% | 3.3% | ? | i | 3.7% | -0.4%
Cc1nnc(SCC(=O)NC2CCCCC2)n(N)c1=O | 5.1% | . | -18.1% | -5.9% | ? | 1.6% | i | 3.5% | 0.0%
Cc1ccc2cn[nH]c2c1NC(N)=S | -19.2%[11.3 µM] | 13.0% | 16.1% | 3.4% | -1.6% | -22.1% | i | 4.1% | 0.0%
O=C(CC[C@H]1O[C@@H](n2ccc(=O)[nH]c2=O)[C@H](O)[C@@H]1O)NCCN1CCOCC1 | 13.3% | . | -0.1% | . | -1.6% | . | i | 5.9% | 0.2%
COc1cc(NC(=O)CSc2ncccc2C(=O)OC(C)C)cc(OC)c1 | 8.8% | ? | -7.3%&6.6% | -1.5%&-7.2% | ? | ? | i | 14.8% | 0.6%&0.4%
O=C(Nc1ccc(C(F)(F)F)cn1)Nc1cccs1 | -7.9% | 21.1% | 3.6% | 1.1% | 18.4% | 0.4% | i | -0.9% | 13.8%
Cc1ccc(S(=O)(=O)Nc2ccc(-c3nnc(SCC#N)n3C)cc2)cc1 | -10.3% | ? | -1.6% | -6.1% | -1.1% | -4.9% | i | -1.4% | 0.3%
COc1ccc2nc(NC(=O)CCc3nc(-c4ccccc4F)no3)sc2c1 | 5.3% | 8.2% | -2.2% | -8.5% | -3.7% | -3.7% | i | -1.5% | -0.4%
COc1ccc2cc(C(=O)Nc3c(C)n(C)n(-c4ccccc4)c3=O)sc(=O)c2c1OC | 6.1% | 3.8% | -0.4% | -2.5% | -1.6% | 1.1% | i | -12.3% | -1.4%
CCCCOc1ccc(C(=O)N/N=C/c2cn[nH]c2-c2ccc(OC)c(OC)c2)cc1 | ? | 2.6% | -22.5% | 0.5% | 0.4% | 8.6% | ? | -23.0% | -0.5%
CN1CCN(c2nc3c(c(=O)[nH]c(=O)n3C)n2Cc2ccc(Cl)cc2)CC1 | -2.0% | -4.0% | -8.2% | -4.8% | -10.1% | 10.5% | ? | 2.9% | 0.5%
Cc1ccc(S(=O)(=O)/N=C(\CCl)N2CCOCC2)cc1 | -30.0% | ? | -3.8% | -16.5% | ? | ? | i | -10.7% | ?
Cc1cnc(C(=O)OCC(=O)c2ccccc2)cn1 | -15.5% | 6.3% | -1.8% | -3.5% | 8.2% | 12.8% | i | -12.5% | 0.1%
CCN(CC(=O)Nc1c(F)cccc1F)C(=O)/C=C/c1ccc2c(c1)OCO2 | -21.4% | 7.3% | 0.0% | -3.1% | 22.4% | ? | i | -7.5% | 4.1%
CCN(CC)C(=O)CSc1nc(-c2ccc(C)cc2)nc2c1COC(C)(C)C2 | . | -9.8% | -1.0% | -5.5% | -19.8% | -2.5% | . | 7.5% | 0.3%
COc1ccc(N(CC(=O)NCc2cccnc2)S(=O)(=O)c2ccc(C)c([N+](=O)[O-])c2)cc1 | -9.6% | -5.4% | -0.4% | 0.6% | -2.1% | 22.7% | i | 1.5% | -0.4%
CN(C(=O)COC(=O)C12CC3CC(CC(Cl)(C3)C1)C2)c1ccccc1 | -3.1% | ? | -26.8% | 7.4% | 10.7% | 6.0% | i | -9.8% | 3.1%

Screening data as filed in PubChem BioAssay.
